Hck-Nef inh – inhibitors of human Hck kinase activated by Nef; AID 463187; inhibition, % at 20 µM; Recombinant Hck-YEEI plus Nef, Z-Lyte FRET kinase assay; P08631; 220,000 tested, 0.68% active;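 active = Hck-Nef kinase inhibition above about 50%, limit read from the data; inactive = inhibition below that limit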;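 note: 0% = DMSO with Hck plus Nef and 100% = Hck alone without Nef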
L929 necroptosis – L929 zVAD cell death inhibition; 220,000 tested, 0.38% active; L929 zVAD necroptosis rescue, ATP luminescence, 24 h; with zVAD 60 µM; viability rescue, % at 10 µM;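 active = activation, scaled between plate controls, above about 75%, limit read from the data; inactive = activation under that limit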;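 note: 0% = zVAD with DMSO and 100% = DMSO alone without zVAD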
Rad51 HR inh – blocks human Rad51 in homologous recombination; Q06609; hRad51 DNA strand exchange, fluorescence dequenching; inhibition, % at 10 µM; 200,000 tested, 0.085% active; AID 1385;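 active = inhibition above 40% at the single screening dose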;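 note: 0% = DMSO control wells and 100% = blanks with heterologous ssDNA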
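Material: hRad51 filaments on single-stranded DNA; Reagent: Donor/quencher-labelled 47-bp dsDNA substrate; Compound: 10 µM final, single point; Schedule: 37 °C 15-min filament assembly, 30-min compound preincubation, 15-min exchange; Technique: FRET fluorescence, excitation 485 nm, emission 520 nm; Benchmarks: control wells and blank wells on each plate.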
FXIIa inh – blocks human coagulation factor XIIa protease activity; P00748; purified FXIIa, Boc-QGR-AMC fluorogenic substrate, 2 h; inhibition, % at 5 µM; 220,000 tested, 0.3% active; in the data active = inhibition above about 40%;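 note: 0% = enzyme with no compound and 100% = blank without enzyme; many of its hits are not listed in these tables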
Thrombin inh – blocks human thrombin protease activity. P00734. alpha-thrombin, Boc-VPR-AMC fluorogenic substrate cleavage. inhibition, % at 5 µM. 220,000 tested, 0.26% active. AID 1046;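 active = inhibition at or above 40%; inactive = inhibition below 40%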;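 note: 0% = enzyme with no compound and 100% = wells without enzyme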
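Test system: human alpha-thrombin protein / Dosing: one concentration per compound, 5 µM, with 0.2% DMSO / Medium: pH 7.5 Tris-saline with Tween 20 / Benchmarks: no-compound enzyme wells and no-enzyme blanks / Read-out basis: percent inhibition of thrombin substrate cleavage / Timing: reaction at room temperature / Measured by: fluorescence, ex 355 nm, em 460 nm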
KCC2 mod – KCC2 (human) Cl- transport modulation | Q9H2X9 | B-score of Tl+ flux slope (higher = more flux/activation; lower = inhibition) at 10 µM | 190,000 tested, 2.2% active | AID 1456 | KCC2 cells, thallium flux FluoZin-2 fluorescence;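 active = thallium flux slope and its plate-corrected score both differing from the plate sample mean at a set confidence after two filtering rounds, in either direction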;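 note: slope of fluorescence scaled to starting intensity during 10 to 20 s after thallium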
Target sequence (Q9H2X9 whole entry, looked up): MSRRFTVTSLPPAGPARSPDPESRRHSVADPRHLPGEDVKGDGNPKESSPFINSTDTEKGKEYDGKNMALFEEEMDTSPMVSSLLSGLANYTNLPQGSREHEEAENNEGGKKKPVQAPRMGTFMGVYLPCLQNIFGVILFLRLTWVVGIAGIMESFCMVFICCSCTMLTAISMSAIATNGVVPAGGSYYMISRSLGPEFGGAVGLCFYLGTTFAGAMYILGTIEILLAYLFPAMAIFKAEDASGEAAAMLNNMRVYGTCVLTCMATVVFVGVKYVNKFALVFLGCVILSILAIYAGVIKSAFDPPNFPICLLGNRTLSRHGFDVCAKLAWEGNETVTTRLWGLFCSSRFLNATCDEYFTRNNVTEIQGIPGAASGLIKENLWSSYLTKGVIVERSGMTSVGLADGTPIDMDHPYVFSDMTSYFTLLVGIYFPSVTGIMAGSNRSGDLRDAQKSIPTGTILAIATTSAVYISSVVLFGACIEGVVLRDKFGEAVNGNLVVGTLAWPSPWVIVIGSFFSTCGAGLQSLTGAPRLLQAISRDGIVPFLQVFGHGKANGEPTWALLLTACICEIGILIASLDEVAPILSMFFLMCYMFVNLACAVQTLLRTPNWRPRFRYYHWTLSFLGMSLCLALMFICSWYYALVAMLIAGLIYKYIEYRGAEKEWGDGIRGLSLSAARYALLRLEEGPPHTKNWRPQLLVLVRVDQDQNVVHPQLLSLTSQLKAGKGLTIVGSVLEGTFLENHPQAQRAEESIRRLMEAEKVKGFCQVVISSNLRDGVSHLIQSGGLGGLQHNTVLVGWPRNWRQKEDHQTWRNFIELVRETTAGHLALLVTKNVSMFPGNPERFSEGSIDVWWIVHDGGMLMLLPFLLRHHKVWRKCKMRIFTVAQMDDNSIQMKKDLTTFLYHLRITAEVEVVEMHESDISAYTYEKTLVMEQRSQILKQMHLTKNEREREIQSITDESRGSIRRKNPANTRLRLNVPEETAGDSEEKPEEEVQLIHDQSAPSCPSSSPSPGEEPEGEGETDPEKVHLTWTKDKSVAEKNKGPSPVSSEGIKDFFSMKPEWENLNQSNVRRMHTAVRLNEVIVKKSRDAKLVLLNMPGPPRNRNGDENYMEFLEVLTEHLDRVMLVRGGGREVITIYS
KLK5 inh – inhibitors of human kallikrein 5; Q9Y337; recombinant hK5, fluorogenic AMC substrate cleavage; inhibition, % at 5 µM; 210,000 tested, 0.59% active;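 active = inhibition of 40% or more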;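 note: 0% = enzyme controls without compound and 100% = no-enzyme blanks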
FXIa inh 1536 – inhibitors of human coagulation factor XIa. P03951. purified FXIa, Boc-Glu-Ala-Arg-AMC fluorogenic substrate. inhibition, % at 5 µM. 220,000 tested, 0.14% active. AID 798;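 active = inhibition of at least 40%; inactive = inhibition below 40%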;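 note: fluorescence of freed AMC excited at 355 nm; 0% = enzyme without compound and 100% = no enzyme blank; many of its hits are not listed in these tables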
TNF necrop inh – blocks TNF-alpha induced death of Jurkat FADD-/- cells; Jurkat FADD-/- TNF necroptosis rescue, ATP luminescence, 24 h; 0 = TNF only, 100 = no-TNF cells; activation (protection from cell death), % at 10 µM; 220,000 tested, 0.068% active; AID 463075;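 active = activation, meaning protection from cell death, of at least 50% relative to plate controls; inactive = activation below 50%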;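 note: necroptosis triggered by 40 ng/mL TNF-alpha added together with compound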
* = called active by the depositor; . = no result given. Not all compounds are listed, so the mix of outcomes need not match the whole.

| SMILES | Hck-Nef inh | L929 necroptosis | Rad51 HR inh | FXIIa inh | Thrombin inh | KCC2 mod | KLK5 inh | FXIa inh 1536 | TNF necrop inh |
| --- | --- | --- | --- | --- | --- | --- | --- | --- | --- |
| Cc1[nH]c2ccccc2c1C(=O)COC(=O)c1ccc2c(=O)n3c(nc2c1)CCC3 | -2 | 0.6 | . | 9 | -5 | -0.39 | . | -1 | -0.3 |
| Cc1c(NC(=O)CN2CCCc3ccccc32)c(=O)n(-c2ccccc2)n1C | 1 | -0.4 | 2 | 15 | 17 | -0.71 | 144* | 0 | 0.9 |
| O=C1CCC(=O)N1CC(=O)N(c1ccccc1)c1ccccc1 | 11 | -0.1 | -13 | 11 | 8 | 0.16 | 7 | 6 | 1.4 |
| O=C1N/C(=N\N=C\c2ccc3ncccc3c2)SC1Cc1ccc(SC(F)F)cc1 (stereo not drawn) | 85* | 0.9 | 3 | 7 | -6 | 0.051 | 16 | -5 | 1.9 |
| CN(C)C(=S)Nc1cccc(-c2n[nH]c(=S)o2)c1 | 21 | 3.3 | 11 | 6 | -6 | 0.31 | -10 | -5 | 0.8 |
| CC1(C)OC(=O)C(=CNc2cccc(O)c2)C(=O)O1 | -1 | -0.2 | 6 | 9 | 0 | -0.86 | 3 | 6 | -0.9 |
| CN(CCOCCOc1ccc2ccccc2c1)Cc1ccccc1 | 1 | -0.3 | 0 | 26 | -2 | . | 2 | 20 | 1.8 |
| COc1ccc(OCC(=O)OC2CCCN(C)C2)cc1 (stereo not drawn) | 5 | -0.4 | 10 | 16 | 0 | -0.077 | 5 | 0 | 1.8 |
| N#C/C(=C(/O)CSc1ncn[nH]1)c1nc2ccccc2[nH]1 | 38 | 0.1 | -60 | 10 | -7 | 0.51 | 5 | -1 | 1.7 |
| O=C(N/N=C/c1ccc2c(c1)OCO2)c1cc(-c2ccncc2)nc2ccccc12 | 6 | 0.7 | 10 | 5 | -4 | 0.1 | -14 | 3 | -5.2 |
| CCOC(=O)c1sc(NNC(=O)c2ccc(F)cc2)nc1C | 3 | 1.0 | . | 6 | -4 | 11* | -7 | -1 | 5.0 |
| O=C(O)CCCCCNS(=O)(=O)c1ccc2c(c1)OCCO2 | -1 | 1.5 | -4 | 9 | 5 | 0.067 | 4 | 1 | 1.2 |

Some entries already given, limited to KLK5 inh and L929 necroptosis.
SMILES,KLK5 inh,L929 necroptosis
O=C(N/N=C/c1ccc2c(c1)OCO2)c1cc(-c2ccncc2)nc2ccccc12,-14,0.7
CCOC(=O)c1sc(NNC(=O)c2ccc(F)cc2)nc1C,-7,1.0

Additional compounds
| SMILES | Hck-Nef inh | L929 necroptosis | Rad51 HR inh | FXIIa inh | Thrombin inh | KCC2 mod | KLK5 inh | FXIa inh 1536 | TNF necrop inh |
| --- | --- | --- | --- | --- | --- | --- | --- | --- | --- |
| c1ccc(-n2ncc3c(N4CCCC4)ncnc32)cc1 | -2 | 0.6 | -10 | 12 | 3 | 0.08 | -18 | 7 | -1.3 |
| O=C(CSc1ccc2nnc(CCNC(=O)c3ccccc3)n2n1)Nc1ccccc1 | 9 | -0.5 | -10 | 6 | -6 | 0.46 | 2 | -2 | 0.4 |
| CN(CC(=O)Nc1ccc(Cl)cc1)CC(=O)Nc1ccc(C(N)=O)cc1 | -4 | 2.4 | 4 | 2 | 3 | 0.41 | -13 | 0 | 2.2 |
| Cc1cc(C(F)(F)F)nn2cnnc12 | 21 | 1.0 | -35 | 2 | -16 | 0.27 | 2 | -5 | 0.1 |
| CC(=O)c1cc2c(=O)c3ccccc3oc2nc1C | -8 | -0.4 | 8 | . | . | -0.34 | . | . | 0.0 |
| O=C(Cc1coc2ccc3ccccc3c12)Nc1nnc(C2CC2)s1 | -1 | 0.0 | . | 12 | 0 | . | -9 | 6 | -12 |
| COc1ccc(NC(=O)N2CCC(C(=O)c3ccc(F)cc3)CC2)cc1 | 0 | 0.1 | -4 | 2 | -3 | -0.58 | -6 | -8 | 0.4 |
| O=C(O)c1ccc(/C=N/NC(=O)c2ccc(F)cc2)cc1 | 22 | -0.8 | -4 | -1 | 68* | 0.41 | -4 | -6 | 0.7 |
| C=CCNCCCCOc1ccc(Br)cc1C | 3 | 0.5 | -1 | 6 | 0 | 0.59 | -21 | -2 | 5.3 |
| CNC(=O)CN1C(=O)CSc2nc(C)cc(C)c21 | -8 | 0.1 | 1 | 9 | -3 | 0.6 | 3 | 1 | 0.9 |
| COC(=O)c1ccc(C)c(NC(=O)CCSc2ccc(C)cc2)c1 | 1 | 0.1 | -9 | -4 | -11 | -0.05 | 13 | -6 | 2.1 |
| Cc1cc(NC(=O)COC(=O)c2oc3c(ccc4ccccc43)c2C)no1 | 5 | 0.1 | . | 6 | -5 | 0.49 | -12 | -2 | 1.0 |
| CCOC(=O)c1cc2c(C)n(-c3ccc(C)cc3)c(C)c2ccc1=O | 1 | -0.3 | -3 | 1 | 2 | -1.8 | 0 | 0 | -19 |
| CCn1c(C)[n+](Cc2ccccc2)c2ccc(C(=O)OC)cc21 | -22 | -0.6 | 18 | 6 | -1 | 0.6 | -10 | -2 | -1.0 |
| CCCC(=O)Nc1ccc2oc(=O)ccc2c1 | -4 | 1.2 | -15 | 0 | 2 | 0.44 | -12 | -6 | 0.6 |
| CCOc1ccc(NC(=O)CN(c2cc(C)cc(C)c2)S(=O)(=O)c2c(C)noc2C)cc1 | 15 | 1.3 | -4 | 27 | 0 | 0.19 | -4 | 25 | -1.2 |
| COc1ccc(NC(=O)Nc2ccc(F)c(Cl)c2)cc1 | 15 | 70 | 17 | 10 | -4 | 0.56 | 3 | 2 | 3.2 |
| CC(C)c1ccccc1-n1c(SCC(=O)N2CCc3ccccc3C2)nc2ccccc2c1=O | 0 | 1.3 | 0 | 0 | -9 | -2.5 | 9 | -1 | 3.3 |
| COc1cc(OC)cc(C(=O)NC(=S)NNC(=O)c2cnccn2)c1 | 3 | 5.2 | 4 | 9 | -1 | 0.94 | -148 | 4 | -5.4 |
| O=C(CCN1C(=O)C2C3C=CC(C4CC34)C2C1=O)Oc1ccc(Br)cc1 (stereo not drawn) | 10 | 0.4 | -1 | 7 | 2 | 0.23 | 6 | 2 | 0.2 |
| Cc1nc2sc3c(NCc4ccco4)ncnc3c2c2c1COC(C)(C)C2 | 1 | -0.8 | -8 | 18 | 1 | -0.25 | -10 | 6 | -4.2 |
| O=C(CN(c1ccc(F)cc1)S(=O)(=O)c1ccc2c(c1)OCCO2)NCc1ccccc1 | 3 | 0.1 | . | -12 | -2 | -1.4 | -10 | 5 | 1.5 |
| CCc1ccc(-n2c(=O)c3ccccc3n(CC(=O)NCc3ccco3)c2=O)cc1 | 24 | 3.3 | 2 | 9 | -1 | -0.26 | 0 | -3 | -0.4 |
| COC(=O)c1c(NC(=O)CN2CCN(C(=O)c3ccco3)CC2)c2c(C)cccc2n1C | 0 | 0.2 | -8 | 17 | 2 | -0.023 | 5 | 5 | -0.8 |
| Cc1cc(-c2cccs2)nc(-n2cccc2)n1 | 0 | 0.1 | 0 | 3 | 3 | -0.14 | 4 | -1 | -1.9 |
| O=C(O)C1Cc2[nH]cnc2C(c2ccc(F)cc2)N1 (stereo not drawn) | 20 | -0.4 | -14 | 6 | -9 | 0.94 | 2 | 1 | -0.4 |
| O=C(c1cc(-c2cccs2)on1)N1CCN(c2ccc(F)cc2)CC1 | 0 | 0.1 | -8 | 8 | 4 | . | 6 | 5 | -2.7 |
| CC(Oc1ccccc1)C(=O)NC1CC(C)(C)NC(C)(C)C1 (stereo not drawn) | -1 | 0.3 | 17 | 6 | -5 | 1.3 | 2 | -7 | 0.4 |
| N/C(=N\OC(=O)CCC1CCCCC1)c1ccccn1 | 1 | -0.2 | 5 | 16 | -1 | -0.26 | -3 | 1 | -2.5 |
| CN(C)C(=O)CSc1nnc(-c2cccnc2)n1-c1ccccc1 | -1 | 0.1 | -4 | 18 | -7 | 1.5 | -5 | 6 | -0.1 |
| O=C(Nc1ccc(NC(=O)c2ccccc2Cl)nc1)c1ccncc1 | 20 | 13 | 5 | 12 | 4 | -0.59 | 14 | -3 | 2.0 |
| N#Cc1ccc(N2Cc3ccccc3C2=NC(=O)c2cccs2)cc1 | 2 | -0.9 | 1 | 2 | -15 | 0.56 | -10 | -6 | 1.3 |
| Cc1cc(C)n2nc(C(=O)NC3CCCc4ccccc43)nc2n1 (stereo not drawn) | 21 | 1.5 | 8 | 6 | -3 | 0.029 | -6 | 6 | 0.1 |
| COc1ccccc1NC(=O)CSc1nnc(-c2ccncc2)o1 | 0 | 0.5 | -8 | 23 | -12 | 0.28 | -21 | 2 | -1.1 |
| CC(=O)n1cc(/C=C2/N=C(c3ccccc3)OC2=O)c2ccccc21 | 1 | 0.8 | -10 | 7 | -11 | 0.67 | -3 | 6 | 0.2 |
| CCOC(=O)c1c(C)nc2sc(C(N)=O)c(N)c2c1-c1ccccc1 | 1 | 0.1 | -6 | -9 | -4 | -0.74 | -3 | -6 | 0.7 |
| COc1ccc(OC)c(CNC(=O)Cc2c(C(=O)O)[nH]c3ccccc23)c1 | -1 | 2.4 | -7 | 12 | -1 | -2.3 | 15 | 0 | 1.7 |
| CCCn1c(SCC(=O)Nc2nnc(CC)s2)nnc1-c1ccco1 | 0 | 0.3 | . | 21 | -11 | . | -20 | 5 | 0.4 |
| Cc1ccc(-n2cccn2)c(CN2CCCC(CNC(=O)c3ccc(F)cc3)C2)c1 (stereo not drawn) | 18 | -1.0 | 3 | 8 | -1 | 0.23 | 10 | -5 | 3.4 |
| CCOC(=O)c1c(C(=O)OCC)c(C)n(N2C(=O)CSC2=S)c1C | -6 | 0.6 | 1 | 13 | -2 | -0.2 | 0 | 2 | -0.8 |
| O=C(Nc1ccccc1)N1CC=C(c2ccc(F)cc2)CC1 | -11 | . | 15 | 11 | 1 | -0.1 | 4 | 5 | 0.9 |
| O=C1C2Sc3[nH]c(=O)sc3C(c3cc([N+](=O)[O-])ccc3O)C2C(=O)N1c1ccccc1 (stereo not drawn) | 12 | -1.1 | 15 | 0 | -6 | -0.89 | -4 | -3 | 5.5 |
| COc1ccc(OC)c(NC(=O)c2ccccc2SC)c1 | 2 | 0.0 | 5 | -1 | -2 | . | -7 | -4 | -0.6 |
| CC(=O)c1ccc(NC(=O)CCc2c(C)nc3ncnn3c2C)cc1 | 3 | -1.1 | 0 | 3 | -1 | -0.093 | -3 | -4 | -1.5 |
| CC(C)(C)c1nc(Sc2ccc([N+](=O)[O-])cn2)n[nH]1 | 22 | 0.6 | 18 | 14 | -3 | 0.45 | 1 | 0 | 4.0 |
| O=C(Cc1ncc(C(F)(F)F)cc1Cl)NCCc1ccccn1 | 30 | 1.2 | -9 | 13 | -2 | 0.23 | -3 | 2 | -0.4 |
| COCCn1c(SCC(=O)Nc2nc3ccccc3s2)nnc1-c1ccoc1C | 0 | -0.3 | -2 | 15 | -4 | -1.8 | -7 | 7 | -0.4 |
| NC(Cc1ccc2nonc2c1)C(=O)O (stereo not drawn) | 10 | -0.4 | -5 | 10 | 4 | . | -14 | 3 | -1.7 |
| COc1cc(NC(=O)CN(C)S(=O)(=O)c2ccc3nc(C)sc3c2)cc(OC)c1 | 5 | 2.6 | -4 | -3 | 2 | -0.52 | -17 | -2 | 0.4 |
| CCOc1ccc(-n2c(SCC(=O)Nc3ccc(Br)cc3)nc3n[nH]c(C)c3c2=N)cc1 | 24 | 1.1 | -3 | 5 | 14 | -3.5 | -7 | -2 | -1.7 |
